Assay outcomes (PubChem BioAssay)
AT treatment: potential ataxia-telangiectasia treatments restoring KAP-1 phosphorylation; Potency, µM (titrated, usually from 57.5 µM), for the others: top-dose activation, most hits filed as activators; 320,000 compounds, 0.19% hits; […] A-T fibroblasts, KAP-1 phosphorylation AlphaLISA; neocarzinostatin DNA damage 30 min before lysis; also: potency is read from the fitted curve at half-maximal effect; % of control where 0% means no effect; nearly all actives have a fitted effect of over 45% in size
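hTERT-immortalized A-T patient fibroblasts ([…]), 500 cells/well in OPTI-MEM, 1% FBS, got compounds for 60 min, then NCS for 30 min at 37C. Lysates were then assayed for phospho-KAP-1 by AlphaLISA (anti-pKAP1 donor, anti-KAP1 acceptor beads), 6 hr at 25C.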
BRCA1 expr up: activators of BRCA1 expression. MCF7-BRCA1-FFLuc reporter, luminescence, 48 h; response scale: scaled: vehicle 0%, 10 µM genistein 100%. Potency, µM (titrated, usually from 46.1 µM), for inactives: at the highest dose activation, actives largely listed as activators. 380,000 compounds, 1.1% hits; also: potency is read from the fitted curve at half-maximal effect; nearly all actives have a fitted effect of over 80% in size; some results filed as inactive show a strong effect at the top dose
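MCF7-BRCA1-FFLuc, 2000 cells/well; 2 h attach, 37 °C/5% CO2; compound 48 h; luciferase substrate 15 min; luminescence end-point. Norm. to genistein 10 microM max activation and DMSO; concentration-response curves fitted.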
B2AR arrestin: agonists driving beta-arrestin recruitment to human beta2-adrenergic receptor | AID 492947 | 330,000 compounds, 0.02% hits | P07550 | beta-arrestin recruitment to beta2AR, cell-based reporter | Potency, µM (series often up to 46.1 µM), without a hit: at the top dose activation, hits mostly activators;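 also: potency is read from the fitted curve at half-maximal effect; 0% = DMSO controls and full agonism = EC100 isoproterenol or metaproterenol; nearly all actives have a fitted effect of over 65% in size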
ELG1 repair inh: inhibitors of ELG1-dependent DNA repair in HEK293T cells; HEK293T ELG1-luciferase reporter, luminescence, 16 h; DNA damage induced by 5-fluorouridine; 330,000 compounds, 2.3% hits; AID 504467; Potency, µM (highest dose often 46.1 µM), for the others: top-dose activity change, negative = inhibition, most hits filed as inhibitors; also: potency is read from the fitted curve at half-maximal effect; % is scaled to controls: 0 for no effect and ±100 for the full control effect; nearly all actives have a fitted effect of over 55% in size
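5-Fluorouridine DNA damage + compound/DMSO, 2,000 cells/well, 16 h, 37 °C/5% CO2. ONE-Glo, 30 min RT, luminescence. Readout = decrease in reporter signal.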
Integrin act MD: integrin-mediated muscular dystrophy alleviation activation; alpha7betagal myoblasts, beta-gal FDG fluorescence, 48 h; Potency, µM (doses to about 38.3 µM), for the others: at the top dose activation, most hits filed as activators; 350,000 compounds, 0.064% hits; AID 624291;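 also: potency is read from the fitted curve at half-maximal effect; 100% = response of the positive control SU9516; nearly all actives have a fitted effect of over 60% in size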
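alpha7betagal+/- myoblasts (passage 13, 250/well) treated 48 h at 37C with compounds at 1:260 dilution of DMSO stock. Lysed, then beta-galactosidase activity read as FDG fluorescence (ex 480/em 540) after 30 min, with pre-read for autofluorescence.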
TSG101-PTAP inh: blocks PTAP/TSG101 interaction to inhibit HIV-1 budding; Fluorescence polarization, FITC-PTAP peptide / Tsg101 binding; Potency, µM (doses to about 115 µM), for inactives: at the top dose activity change, negative = inhibition, most hits filed as inhibitors; 340,000 tested, under 10 active; active = well fitted inhibition curve with a large enough effect in the main read-out, with a control signal flat, not every such curve was filed as active; inconclusive = small, poorly fitted or top-dose-only effect, or effect the other way, or a change in a side signal; inactive = no such curve, though single readings can be large or run the other way; also: potency is read from the fitted curve at half-maximal effect; % of control where 0% means no effect
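Steps: Tsg101 binding domain dispensed (10 uM final), compounds pinned in DMSO, FITC-labeled PTAP-motif peptide added (50 nM final); after 20 min binding at room temperature, polarization measured.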
p53 reactivator: mutant p53 re-activation in reporter cells; H1299 p53-A138V BP100-luciferase reporter, luminescence, 24 h; 320,000 compounds, 0.063% hits; Potency, µM (series often up to 92.2 µM), for the others: at the highest dose activity change, positive = activation, hits mostly activators; AID 504706; also: potency is read from the fitted curve at half-maximal effect; % of control where 0% means no effect; nearly all actives have a fitted effect of over 45% in size
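p53-null H1299 cells stably carrying temperature-sensitive p53-A138V and a BP100-luciferase reporter were pinned with compounds (4-point, 1:5 series) and held 24 hrs at 37 deg C. Luminescence was read 10 min after detection reagent.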
TRPV1 ag: activates the human vanilloid receptor TRPV1; AID 540275; Q8NER1; TRPV1-expressing cells, Fluo-8 calcium influx, agonist mode; activation, % at 8.33 µM; 320,000 compounds, 0.19% hits; in the data active = activation above about 80%; inconclusive = between about 30% and that limit; also: 0% is about no effect
Target sequence (Q8NER1 whole entry, looked up): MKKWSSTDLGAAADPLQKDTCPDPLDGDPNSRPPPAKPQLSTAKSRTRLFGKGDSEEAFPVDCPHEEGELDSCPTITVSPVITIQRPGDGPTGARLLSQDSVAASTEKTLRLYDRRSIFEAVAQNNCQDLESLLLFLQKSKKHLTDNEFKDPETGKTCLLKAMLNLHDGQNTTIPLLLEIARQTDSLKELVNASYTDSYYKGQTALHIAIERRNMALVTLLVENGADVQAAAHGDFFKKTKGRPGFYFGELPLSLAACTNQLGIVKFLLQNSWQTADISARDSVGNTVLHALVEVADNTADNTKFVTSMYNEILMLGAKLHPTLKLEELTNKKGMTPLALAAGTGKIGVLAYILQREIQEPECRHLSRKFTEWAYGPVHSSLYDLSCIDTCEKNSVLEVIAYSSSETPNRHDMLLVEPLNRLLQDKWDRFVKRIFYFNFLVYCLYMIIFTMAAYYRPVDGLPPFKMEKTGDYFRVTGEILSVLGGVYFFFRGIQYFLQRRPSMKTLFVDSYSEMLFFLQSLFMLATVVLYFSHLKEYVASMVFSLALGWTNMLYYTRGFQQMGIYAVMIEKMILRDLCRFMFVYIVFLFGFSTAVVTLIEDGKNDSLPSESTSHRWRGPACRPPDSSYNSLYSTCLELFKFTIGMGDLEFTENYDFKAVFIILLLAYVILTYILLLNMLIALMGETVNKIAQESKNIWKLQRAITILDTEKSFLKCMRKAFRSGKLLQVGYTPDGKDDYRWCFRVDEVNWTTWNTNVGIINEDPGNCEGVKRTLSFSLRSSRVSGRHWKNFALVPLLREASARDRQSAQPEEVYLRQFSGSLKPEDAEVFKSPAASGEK
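TRPV1-expressing cells were cultured overnight at 35.5C and loaded with Fluo-8 calcium dye for 40 to 90 min at room temperature. After a 10 s baseline, compound was added and calcium influx was read kinetically for 3 min (ex 480/em 520 nm).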
CXXC DNA block: inhibitors of human MLL CXXC domain-DNA interaction | MLL-CXXC / FITC-HOXA9 DNA fluorescence polarization | Q03164 | 290,000 compounds, 0.037% hits | Potency, µM (top dose mostly 115 µM), for the others: top-dose activity change, negative = inhibition, most hits filed as inhibitors; active = well fitted inhibition curve with a large enough effect in the polarisation, with a control signal flat, not every such curve was filed as active; inconclusive = small, poorly fitted or top-dose-only effect, or effect the other way, or a change in a side signal; inactive = no such curve, though single readings can be large or run the other way; the % refers to the polarisation; also: potency is read from the fitted curve at half-maximal effect
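Fluorescence polarization: 7 uM MLL-CXXC (stock) preincubated 5 min with compounds, then 50 nM fluorescein-HOX-A9 DNA (stock) added; 30 min ambient. Buffer 50 mM Tris-HCl pH 7.5, 50 mM NaCl, 1 mM DTT, 0.05% BSA.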
TCR activator: T cell receptor activation; primary human leukocytes, anti-CD3, IL-2 HTRF, 48 h; Potency, µM (highest dose often 9.22 µM), for inactives: top-dose activation of IL-2 secretion, most hits filed as activators; 330,000 tested, under 10 active; AID 504894; also: % of control where 0% means no effect
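IL-2 produced over 48 hr by a-CD3 bead-stimulated primary human leukocytes exposed to compounds was detected with a homogeneous time-resolved FRET immunoassay, 665nm acceptor signal after 320nm excitation.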
Active calls of the source: *; ? = inconclusive; nt = no result given; & = joins results of further samples; [ ] = another dose, or the depositor's remark. Unless noted, calls follow the shape of the dose curve; as a rule, active = well fitted curve in the direction sought with a large enough effect; inconclusive = small, poorly fitted or top-dose-only effect, or another doubt; inactive = no such curve, though single readings can be large; an effect the other way counts as inactive or inconclusive.

| cpd | mol | AT treatment | BRCA1 expr up | B2AR arrestin | ELG1 repair inh | Integrin act MD | TSG101-PTAP inh | p53 reactivator | TRPV1 ag | CXXC DNA block | TCR activator |
| --- | --- | --- | --- | --- | --- | --- | --- | --- | --- | --- | --- |
| 1 | Cc1ccc(CS(=O)Cc2ccc(C(=O)NCc3ccccc3Br)o2)cc1 (stereo unspecified) | -1% | 28% | 0.1% | -26% | 22% | -8% | 8% | 0 | 1% | -1% |
| 2 | CSCc1c(C(=O)OCC(=O)c2ccc[nH]2)oc2ccccc12 | -12% | -15% | -0.2% | 4% | 0% | 0% | 0% | -5 | nt | -5% |
| 3 | CCCc1nc(SCC(=O)c2ccc(OC)cc2)c2c(=O)n(C)c(=O)n(C)c2n1 | -4% | nt | 0.0% | 2% | nt | nt | -1% | -1 | 3% | nt |
| 4 | C/C(CCc1ccc2c(c1)OCO2)=N\NC(=O)c1ccccc1Cl | 20% | -9% | -0.5% | 11% | 7% | -1% | 13% | 9 | 1% | 2%[46.1 µM] |
| 5 | CC(=O)c1ccc(NC(=O)c2cc(S(=O)(=O)N3CCOCC3)ccc2C)cc1 | 9% | -5% | 0.2% | -8% | 1% | 0% | -9% | 13 | 14% | -1% |
| 6 | CCN(CC)S(=O)(=O)c1ccc2c(c1)nc(CCC(=O)Nc1ccc3c(c1)OCO3)n2CC | -1% | 2% | -3.0% | -22% | -12% | -2% | 3% | 6 | 5% | -31%[inhibitor][46.1 µM] |
| 7 | COc1cccc2c1OC[C@@H](CO)[C@H]2N(C)C(=O)Nc1ccccc1 | -10% | 14% | -0.4% | -2% | 10% | -8% | 19% | nt | 0% | 2% |
| 8 | CN(C)CCCNC(=S)/N=c1\sccn1Cc1ccccc1Cl | 3% | -20% | 0.2% | -3% | -52%[inhibitor] | -8% | -2% | 18 | -2% | -3% |
| 9 | CCOc1ccc(CCNC(=O)COC(=O)c2nc(Cl)ccc2Cl)cc1OCC | 2% | -23% | 3.5% | 6% | 0% | 1% | -4% | 1 | nt | 5% |
| 10 | Cc1cc(=O)n(C)c2ccccc12 | 5% | -12% | -0.9% | 0% | 13% | -2% | 0% | -1 | -20% | 4% |
| 11 | COc1ccc(NC(=O)c2ccc3c(=O)n(-c4ccc(OC)cc4OC)c(=S)[nH]c3c2)cc1 | -5% | -29% | -0.2% | ? | 4% | -1% | -1% | 27 | ? | 1% |
| 12 | O=S1(=O)NC(c2ccccc2)CC(CC2CCCCC2)O1 (stereo unspecified) | 3% | 4% | -0.3% | -6% | 11% | -1% | 15% | 8 | -1% | 3% |
| 13 | O=C(CCc1ccc(S(=O)(=O)N2CCOCC2)cc1)OCc1nc2ccccc2s1 | 29% | -10% | 3.9% | ? | 21% | -6% | ? | 0 | 11% | 1% |
| 14 | COc1ccc(N(Cc2ccccc2)S(=O)(=O)c2cccc(C(=O)Nc3ccccn3)c2)cc1 | 2% | -47% | 0.3% | -7% | ? | 1% | -2% | 5 | nt | -2% |
| 15 | Nc1cccc2c1C(=O)N(C(=O)c1ccco1)C2=O | 17% | -8% | -1.0% | 0% | 29% | -7% | 2% | nt | 74%[activator] | 7% |
| 16 | CC(c1ccco1)N(C(=O)c1ccccc1NS(=O)(=O)c1ccc(Cl)cc1)c1ccccn1 (stereo unspecified) | -2% | 1% | 0.4% | -5% | 1% | -3% | 6% | 22 | -3% | 1%[46.1 µM] |
| 17 | O=C(NCc1ccccc1Cl)C1CCCN(S(=O)(=O)c2cccc3nsnc23)C1 (stereo unspecified) | 0% | 8%&-3% | -1.1% | ? | -17% | -5% | -3% | 5 | 15% | -2% |
| 18 | CCCCN1CN(Cc2ccco2)CNC1=S | -3% | -7% | -1.1% | 11% | 25% | -1% | 2% | 0 | 5% | 3%[46.1 µM] |
| 19 | Cn1cc(C(=O)c2cccc(Cl)c2Cl)cc1C#N | -3% | -13% | -0.5% | 3% | 20% | -3% | 0% | 9 | -10% | -7% |
| 20 | CCCCCCC1C(C#N)=C(N)OC2=C1C(=O)CCC2 (stereo unspecified) | 9% | -9% | -0.2% | 7% | -4% | -1% | -7% | -3 | -7% | -2% |
| 21 | S=C(NCCCN1CCOCC1)NC1CC1 | 3% | -9% | -0.3% | 5% | 2% | 0% | -3% | -3 | 3% | -5% |
| 22 | COc1cc(CN2CCC(CO)(Cc3cccc(C(F)(F)F)c3)CC2)ccc1F | 3% | -47% | -0.4% | ? | -51%[inhibitor] | -1% | -1% | -2 | 2% | 4% |
| 23 | O=C(CC12CC3CC(CC(C3)C1)C2)NCc1ccco1 | -5% | -2% | -0.1% | -5% | 2% | -3% | -6% | 4 | ? | 6% |
| 24 | CCN(CC)C(=O)COc1ccc2oc(C)c(C(=O)OC)c2c1 | 0% | 0% | -0.5% | -17% | 2% | -1% | -3% | 13 | 9% | 6% |
| 25 | C#CCOCCOCCOCCNc1nc(N2CCN(C(=O)Cn3cc(CCCN=C(N)N)nn3)CC2)nc(N2CCN(C(=O)[C@H]([C@@H](C)CC)n3cc(CCCCN)nn3)CC2)n1 | 1% | -5% | 0.1% | ? | 16% | -3% | 1% | -4 | nt | 9% |
| 26 | CCOC(=O)CSCc1cn2cc(Cl)ccc2n1 | -2% | 3% | -0.3% | 13% | -3% | -2% | 9% | -3 | 2% | -1% |
| 27 | CCN1CCc2c(OCC(=O)Nc3cccc(C)c3C)cccc2C1=O | 0% | nt | 0.2% | ? | nt | nt | -1% | 2 | 14% | nt |
| 28 | O=C(Cn1cnc2ccccc2c1=O)NCC(=O)N1CCN(c2ccccn2)CC1 | 7% | -18% | -0.2% | 14% | -2% | -1% | -3% | 1 | 1% | 3% |
| 29 | Cc1ccn2c(c1)nc(=O)c1cc(S(=O)(=O)N3CCC(C)CC3)ccc12 | 1% | 9% | -0.3% | ? | 12% | -12% | -8% | 0 | 22% | 6% |
| 30 | Cn1cc(CC(=O)NCCCN2CCOCC2)c2ccccc21 | 3% | 3% | -0.2% | -5% | 0% | -2% | -3% | 2 | 13% | 4% |
| 31 | CC(=O)N1CCN(C(=O)c2ccc3c(c2)OCO3)CC1 | 3% | -25% | -0.6% | -6% | -19% | -8% | -1% | nt | nt | -9% |
| 32 | CC(C)(Oc1ccc(Cl)cc1)C(=O)Nc1ccncc1 | 3% | 0% | 0.3% | -19% | -25% | -1% | 11% | ? | -23% | -7% |
| 33 | Cn1ncc(C#N)c1NC(=O)C1CC(c2c(F)cccc2Cl)=NO1 (stereo unspecified) | -6% | -1% | 0.0% | 4% | -8% | 0% | -3% | 5 | 8% | 5% |
| 34 | O=C(NCCN1CCCCC1)c1cc(Cl)ccc1Cl | 7% | -39% | -0.3% | 1% | -24% | -2% | -1% | 2 | 5% | -28% |
| 35 | Cc1cc(NC(=O)COC(=O)C2CCN(S(=O)(=O)c3ccccc3)CC2)c([N+](=O)[O-])cc1C | 11% | -5% | -0.6% | 26% | 26% | 1% | -8% | 0 | 10% | -3% |
| 36 | O=S(=O)(CCc1nnc(-c2ccc(Br)cc2)o1)c1ccc(Cl)cc1 | 0% | 13% | -0.8% | ? | 8% | -1% | 0% | -4 | 9% | -2% |
| 37 | CCOC(=O)c1ccc(NCC(O)COc2ccccc2)cc1 (stereo unspecified) | -1% | 12% | -0.4% | 2% | -15% | -2% | -4% | 2 | 12% | -7%[46.1 µM] |
| 38 | Cc1ccc(NC(=O)c2ccco2)c(NC(=O)c2ccc(Cl)cc2)c1 | -8% | -22% | 3.2% | -7% | -2% | -3% | -1% | ? | -6% | 0% |
| 39 | COc1ccccc1C1(O)C(=O)Nc2ccc(C)cc21 (stereo unspecified) | 17% | -17% | 0.6% | 18% | 16% | -4% | 13% | -2 | 12% | 0% |
| 40 | C#CCOc1nc(Nc2cccc([N+](=O)[O-])c2)nc(OCC#C)n1 | 3% | -21% | 1.2% | 18µM* | 8% | -4% | -6% | 2 | 8% | -1% |

Filtered by structure: those above with two or more sulfur atoms
| cpd | mol | AT treatment | BRCA1 expr up | B2AR arrestin | ELG1 repair inh | Integrin act MD | TSG101-PTAP inh | p53 reactivator | TRPV1 ag | CXXC DNA block | TCR activator |
| --- | --- | --- | --- | --- | --- | --- | --- | --- | --- | --- | --- |
| 8 | CN(C)CCCNC(=S)/N=c1\sccn1Cc1ccccc1Cl | 3% | -20% | 0.2% | -3% | -52%[inhibitor] | -8% | -2% | 18 | -2% | -3% |
| 13 | O=C(CCc1ccc(S(=O)(=O)N2CCOCC2)cc1)OCc1nc2ccccc2s1 | 29% | -10% | 3.9% | ? | 21% | -6% | ? | 0 | 11% | 1% |
| 17 | O=C(NCc1ccccc1Cl)C1CCCN(S(=O)(=O)c2cccc3nsnc23)C1 (stereo unspecified) | 0% | 8%&-3% | -1.1% | ? | -17% | -5% | -3% | 5 | 15% | -2% |

This is a random part of the collection, and some 3.8% of all compounds hit somewhere here.
